# APOBEC3A inh – inhibitors of human APOBEC3A DNA deaminase. P31941. recombinant A3A, FAM/TAMRA ssDNA deamination fluorescence. inhibition, % at 20 µM. 0.41% of 330,000 active. AID 493011;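 active means at least 40% inhibition at 20 µM here, with at most 30% in a related deaminase screen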;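 further: plate controls were A3A with DMSO for no effect and wells lacking A3A enzyme for full effect; some results filed as inactive read as strong as hits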
# NALP3 yeast inh – inhibitors of NALP3 inflammasome in yeast. Yeast reconstituted NLRP3/ASC/caspase-1, beta-gal luminescence, 24 h. inhibition, % at 10 µM. 0.39% of 330,000 active;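 active means inhibition of 50% or more; inactive means inhibition below 50%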;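 further: plate controls were induced DMSO wells for no effect and uninduced yeast grown without galactose for full effect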
# MIN6 prolif – induces beta-cell replication in MIN6 cells; MIN6 cells proliferation, ATPlite luminescence, 48 h; cells starved in 0.2% serum; 100% = growth in 10% serum; proliferation, % at 10 µM; 0.29% of 330,000 active; AID 2380;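 active means compounds whose signal lies at least 3.5 SD above the mean of all wells on their plate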;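 further: 0% = DMSO-treated cells in low-serum medium and 100% = 10% serum control; some compounds called inactive have numbers as strong as hits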
# hIAP inh – human IAP inhibition; P09923; purified IAP, CDP-Star luminescence, 30 min; inhibition, % at 10 µM; 0.12% of 330,000 active; AID 2544;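 active means inhibition reaching a set limit with compound at 10 µM in the primary screen, cut at about 35% in these data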;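 further: plate controls were DMSO wells with enzyme for no effect and no-enzyme buffer wells for full effect; values of inactives mirror those of a sister screen read the other way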
# Target sequence (P09923 whole entry, looked up): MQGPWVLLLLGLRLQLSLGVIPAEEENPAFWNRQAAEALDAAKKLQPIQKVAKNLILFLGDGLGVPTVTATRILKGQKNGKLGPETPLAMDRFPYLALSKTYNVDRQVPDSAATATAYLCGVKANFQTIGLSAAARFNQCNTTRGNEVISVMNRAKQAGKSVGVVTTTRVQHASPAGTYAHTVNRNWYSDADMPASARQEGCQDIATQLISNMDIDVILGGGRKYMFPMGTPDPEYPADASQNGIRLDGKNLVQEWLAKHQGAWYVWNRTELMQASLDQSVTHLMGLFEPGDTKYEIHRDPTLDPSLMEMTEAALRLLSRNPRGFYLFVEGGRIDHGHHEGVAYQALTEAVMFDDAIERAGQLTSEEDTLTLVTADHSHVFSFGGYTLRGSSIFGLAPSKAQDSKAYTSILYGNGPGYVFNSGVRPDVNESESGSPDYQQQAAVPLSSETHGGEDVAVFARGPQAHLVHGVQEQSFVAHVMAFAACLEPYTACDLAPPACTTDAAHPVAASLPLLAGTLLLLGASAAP
# mIAP act – mouse IAP activation; muIAP, CDP-Star luminescence, 30 min; stronger effect = higher value; 1 = vehicle-only enzyme signal, 0 = enzyme-free wells; activation factor at 10 µM; 0.24% of 330,000 active; AID 2805;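 active means activation factor of at least 2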; further: the source names both 10 and 20 µM as test concentration; values of inactives mirror those of a sister screen read the other way
#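 Assay system: mouse IAP enzyme; Reagent: CDP-Star chemiluminescent phosphatase substrate; Compound: DMSO-dissolved test compounds; Incubation: 30 min, room temperature; Technique: luminescence from enzymatic CDP-Star hydrolysis; Controls: DMSO-only wells and no-enzyme negative control.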
# mIAP block – blocks mouse intestinal alkaline phosphatase | purified mouse IAP, CDP-Star luminescence, 30 min | inhibition, % at 10 µM | 0.2% of 330,000 active;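 active means inhibition of at least 40% at 10 µM in the primary screen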;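 further: plate controls were DMSO with enzyme for no effect and no enzyme wells for full effect; values of inactives mirror those of a sister screen read the other way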
# APOBEC3G inh – inhibitors of human APOBEC3G DNA deaminase; Q9HC16; recombinant A3G, ssDNA deamination FAM/TAMRA fluorescence; inhibition, % at 20 µM; 0.28% of 330,000 active;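 active means inhibition of at least 40% at 20 µM, with no more than 30% in the related APOBEC3A deaminase screen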;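 further: plate controls were DMSO wells with A3G for no effect and wells lacking A3G enzyme for full effect; some compounds called inactive have numbers as strong as hits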
# Target sequence (Q9HC16 whole entry, looked up): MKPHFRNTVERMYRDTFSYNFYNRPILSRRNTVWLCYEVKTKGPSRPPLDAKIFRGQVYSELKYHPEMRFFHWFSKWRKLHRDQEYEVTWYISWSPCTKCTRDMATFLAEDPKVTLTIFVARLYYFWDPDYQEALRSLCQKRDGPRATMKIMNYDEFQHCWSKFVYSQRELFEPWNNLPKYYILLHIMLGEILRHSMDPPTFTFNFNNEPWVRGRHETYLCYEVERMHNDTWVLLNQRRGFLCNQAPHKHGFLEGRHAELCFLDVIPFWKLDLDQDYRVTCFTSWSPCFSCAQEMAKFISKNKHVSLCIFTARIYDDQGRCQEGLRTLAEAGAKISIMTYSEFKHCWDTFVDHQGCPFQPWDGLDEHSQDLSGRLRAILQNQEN
# hIAP act – human IAP activation. P09923. purified human IAP, CDP-Star luminescence, 30 min; stronger effect = higher value; 1 = vehicle-only enzyme, 0 = enzyme-free background. activation factor at 10 µM. 0.16% of 330,000 active. AID 2524;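 active means activation factor of the enzyme at least 2-fold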; further: the source names both 10 and 20 µM as test concentration; values of inactives mirror those of a sister screen read the other way
# SENP1 inh – SENP1 (human) catalytic domain inhibition; Q9P0U3; recombinant SENP1 catalytic domain, CyPet-SUMO1-YPet FRET cleavage; inhibition, % at 10 µM; 0.21% of 360,000 active; AID 624204;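 active means inhibition at least 30% at 10 µM, raw YFP signal under a set limit, fluorescence ratio 0.5 to 1.5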;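 further: 0% = enzyme with DMSO and 100% = no enzyme wells; some results filed as inactive read as strong as hits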
#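 Controls: no-enzyme wells low, DMSO-plus-enzyme wells high control. Test system: human recombinant His6-tagged SENP1 catalytic domain enzyme. Reagent: SFCypet-SUMO1-SFYpet FRET protein substrate, 25 nM final. Doses: one dose per compound, 10 µM, 0.5% DMSO. Detection: FRET, CFP and YFP emission. Timing: 50 min reaction at room temperature.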
# Active calls of the source: *; x = no result given.
SMILES,APOBEC3A inh,NALP3 yeast inh,MIN6 prolif,hIAP inh,mIAP act,mIAP block,APOBEC3G inh,hIAP act,SENP1 inh
CC(/C=N/n1c(-c2ccco2)n[nH]c1=S)=C\c1ccco1,17,15,-2,7,0.5,50*,62*,0.93,2
Cc1cc(C)nc(NC(C)(C)C(=O)O)n1,-1,11,-2,-3,1.1,-15,-2,1,0
CN(C)c1cccc(C(=O)NNC(=O)CSc2ccccc2)c1,4,12,1,-28,0.99,1,0,1.3,1
O=C(CC(C(=O)O)c1ccccc1)Nc1cccc2ccccc12 (configuration not stated),3,-1,0,2,0.99,1,0,0.98,-3
Cc1nnc(SCC(=O)N2CCOCC2)c2ccccc12,0,11,2,-8,0.96,4,1,1.1,0
CCCCOc1ccc(/C=C/C(=O)N(CC)CC(=O)Nc2ccc3c(c2)OCCO3)cc1OC,-2,-1,-3,-4,1.1,-6,-12,1,2
CCOC(=O)C1=CC[C@H]2c3c(c4ccc(OC)cc4n3C)C(=O)C1N2S(=O)(=O)c1ccc(C)cc1,0,1,5,-23,1.1,-6,-5,1.2,2
Cc1cc(C)cc(SCc2noc(C(=O)NCC3CCCO3)c2C(=O)O)c1 (configuration not stated),0,-8,-4,-5,1,-2,-8,1.1,1
COc1cc(NC(=O)Nc2ccc3c(c2)OCO3)cc(OC)c1OC,0,-5,4,-12,1.6,-59,-3,1.1,0
COc1ccc(C2C(C(=O)c3cccs3)=C(O)C(=O)N2c2nnc(C)s2)cc1OC (configuration not stated),-24,12,1,3,0.98,2,-53,0.97,32

# Structures above printed as active in mIAP block:
Structure | APOBEC3A inh | NALP3 yeast inh | hIAP inh | mIAP act | mIAP block | APOBEC3G inh | hIAP act | SENP1 inh
CC(/C=N/n1c(-c2ccco2)n[nH]c1=S)=C\c1ccco1 | 17 | 15 | 7 | 0.5 | 50* | 62* | 0.93 | 2

# Remaining list, next part.
SMILES,APOBEC3A inh,NALP3 yeast inh,MIN6 prolif,hIAP inh,mIAP act,mIAP block,APOBEC3G inh,hIAP act,SENP1 inh
O=C(NCCc1ccccc1Cl)C1CC(=O)N(C2CCCCC2)C1 (configuration not stated),0,3,0,-9,1,-1,-11,1.1,2
COc1ccc(Cl)cc1NC(=O)COC(=O)CNC(=O)C1CCCCC1,1,26,0,16,1.2,-17,-1,0.84,-1
CCN(C1CCS(=O)(=O)C1)S(=O)(=O)c1ccc2ccccc2c1 (configuration not stated),1,9,-3,-10,1,-3,0,1.1,2
Cc1ccsc1C(=O)N1CCCC(C(=O)c2cc(F)ccc2F)C1 (configuration not stated),-12,3,0,2,1,-5,-10,0.98,2
Cc1cc(NC(=O)c2cc3ccccc3o2)ccc1NC(=O)c1ccccc1,1,18,-3,7,1.1,-5,-7,0.93,1
COc1ccccc1C(=O)NCCc1nc2ccccc2[nH]1,0,2,-2,2,0.94,6,-5,0.98,0
O=C(NC(=S)Nc1ccccc1N1CCOCC1)c1ccccc1F,-5,10,1,5,0.91,9,-4,0.95,3
CC(C)c1ccccc1N=C1SCCN1C1CCS(=O)(=O)C1 (configuration not stated),-2,4,-1,11,0.99,1,-2,0.89,0
CC[n+]1c(/C=C/N(C)c2ccccc2)n(-c2ccccc2)c2ccc(-c3nc4ccccc4s3)cc21,61*,39,-4,-1,0.94,6,5,1,-80
Nc1nc(SCC(=O)Nc2cccc(S(=O)(=O)N3CCCCCC3)c2)n[nH]1,-2,9,-1,-7,0.85,15,-7,1.1,0

# Arranged by the number under hIAP act (smallest number first): 7 of the compounds above.
structure | hIAP act
COc1ccc(Cl)cc1NC(=O)COC(=O)CNC(=O)C1CCCCC1 | 0.84
CC(C)c1ccccc1N=C1SCCN1C1CCS(=O)(=O)C1 (configuration not stated) | 0.89
Cc1cc(NC(=O)c2cc3ccccc3o2)ccc1NC(=O)c1ccccc1 | 0.93
O=C(NC(=S)Nc1ccccc1N1CCOCC1)c1ccccc1F | 0.95
Cc1ccsc1C(=O)N1CCCC(C(=O)c2cc(F)ccc2F)C1 (configuration not stated) | 0.98
CC[n+]1c(/C=C/N(C)c2ccccc2)n(-c2ccccc2)c2ccc(-c3nc4ccccc4s3)cc21 | 1
Nc1nc(SCC(=O)Nc2cccc(S(=O)(=O)N3CCCCCC3)c2)n[nH]1 | 1.1

# Part of the list above in order of heavy-atom count, low to high:
SMILES,APOBEC3A inh,NALP3 yeast inh,MIN6 prolif,hIAP inh,mIAP act,mIAP block,APOBEC3G inh,hIAP act,SENP1 inh
CCN(C1CCS(=O)(=O)C1)S(=O)(=O)c1ccc2ccccc2c1 (configuration not stated),1,9,-3,-10,1,-3,0,1.1,2
Cc1cc(C)cc(SCc2noc(C(=O)NCC3CCCO3)c2C(=O)O)c1 (configuration not stated),0,-8,-4,-5,1,-2,-8,1.1,1
Cc1cc(NC(=O)c2cc3ccccc3o2)ccc1NC(=O)c1ccccc1,1,18,-3,7,1.1,-5,-7,0.93,1

# Next section:
SMILES,APOBEC3A inh,NALP3 yeast inh,MIN6 prolif,hIAP inh,mIAP act,mIAP block,APOBEC3G inh,hIAP act,SENP1 inh
CCOc1ccc2c(c1)C(NC(C)=O)C(=O)N2CCN1CCOCC1 (configuration not stated),-3,7,0,-1,0.92,8,-7,1,1
Cc1c(C(=O)Nc2cnccn2)oc2ccccc12,0,-1,-2,19,0.88,12,-7,0.81,-7
O=[N+]([O-])c1cc(S(=O)(=O)Nc2ccccc2)ccc1NCc1ccccc1,2,30,0,5,0.91,9,0,0.95,2
COc1ccc(N2C(=O)CC(N3CCN(c4ccccc4)CC3)C2=O)cc1 (configuration not stated),-4,18,1,-16,1.1,-5,-6,1.2,1
Cc1cc(C)n(C(C)CC(=O)Nc2ccc3c(c2)OCO3)n1 (configuration not stated),-5,21,-1,-4,0.99,1,-8,1,2
O=C(COC(=O)c1cncc(Br)c1)NCc1ccccc1,2,4,2,-3,1.1,-9,-9,1,-8
COc1cccc(C(=O)/C=C/Nc2cc(C)ccc2O)c1,-3,21,-5,-2,0.83,17,-3,1,-30
Cc1cccc(NS(=O)(=O)c2cnc[nH]2)c1,6,-2,0,-23,0.94,6,1,1.2,3
CC(=O)N1CCc2cc(S(=O)(=O)NCCC(=O)N3CCN(Cc4ccccc4)CC3)ccc21,-3,2,-1,-12,0.98,2,-5,1.1,2
CC1Cc2cc(/C(O)=C3/C(=O)C(=O)N(CC4CCCO4)C3c3ccco3)ccc2O1 (configuration not stated),18,21,-2,-22,0.94,6,5,1.2,-3
COc1cccc(C(C#N)N2CCCCC2)c1O (configuration not stated),4,-2,2,9,0.99,1,-3,0.91,-1
CCOC(=O)c1nnc(-c2ccccc2)o1,-1,4,0,-8,1.1,-7,-2,1.1,-5
CC(C)(C)OC(=O)NCCCC1=CC2=CC(=O)C(C)(O)C(=O)C2=CO1 (configuration not stated),-1,0,3,2,0.84,16,-5,0.97,x
COc1ccc(OC)c(-c2csc(NC(=O)CSc3ccc([N+](=O)[O-])cc3)n2)c1,4,25,-5,2,0.9,10,-6,0.98,0
CN(C)c1ccc(CNn2cnnc2SCC(=O)NC(C)(C)C)cc1,-1,6,1,-4,0.9,10,-6,1,0
CC(=O)c1nc2ccccc2n1Cc1ccccc1,-2,0,-4,3,1,-4,-7,0.97,-6
CCn1c(CC(=O)Nc2ccc(F)cc2)nnc1SCC(=O)Nc1nnc(C)s1,3,12,0,3,0.95,5,-4,0.97,-1
CN(C(=O)CS(=O)(=O)Cc1ccccc1Cl)c1ccccc1,-2,23,-3,-19,1,-1,-4,1.2,2
Cc1ccc(C(=O)N2CCC(Cc3ccccc3)CC2)cc1[N+](=O)[O-],-5,35,-3,10,0.97,2,-7,0.9,2
Cc1nnc(SCC(=O)NC2CCS(=O)(=O)C2)n1Cc1ccccc1 (configuration not stated),-1,7,5,-17,0.97,3,-4,1.2,0

# One compound at a time (already shown). Screens in order: APOBEC3A inh	NALP3 yeast inh	MIN6 prolif	hIAP inh	mIAP act	mIAP block	APOBEC3G inh	hIAP act	SENP1 inh
# `CN(C(=O)CS(=O)(=O)Cc1ccccc1Cl)c1ccccc1` is listed as -2	23	-3	-19	1	-1	-4	1.2	2
# `Cc1nnc(SCC(=O)NC2CCS(=O)(=O)C2)n1Cc1ccccc1` (configuration not stated) is listed as -1	7	5	-17	0.97	3	-4	1.2	0
# `CN(C)c1ccc(CNn2cnnc2SCC(=O)NC(C)(C)C)cc1` is listed as -1	6	1	-4	0.9	10	-6	1	0

# Next compounds.
SMILES,APOBEC3A inh,NALP3 yeast inh,MIN6 prolif,hIAP inh,mIAP act,mIAP block,APOBEC3G inh,hIAP act,SENP1 inh
CCOc1ccc2[nH]cc(C(=O)NCc3ccc(F)cc3)c(=O)c2c1,-3,9,-3,-26,1,0,1,1.3,1
COC(=O)C(NC(C)=O)(Nc1nc2ccc(C)cc2s1)C(F)(F)F (configuration not stated),-3,1,0,-29,1.1,-11,0,1.3,1
Cc1ccccc1NC(=O)CSc1nc(COc2ccccc2)nc2ccccc12,-1,25,1,-17,0.89,11,-5,1.2,-5
CCN1C(=O)[C@@H]2[C@H](C1=O)[C@@H]1C[C@H]3C(=O)N(CC)C(=O)[C@H]3[C@@H]3C1=C(C(=O)N1C(=O)OC(=NCC4CC4)[C@]31C)[C@@H]2C,0,13,-2,17,1,-2,5,0.83,7
CCOc1ccc(S(=O)(=O)N2CCN(c3ccc(OC)cc3)CC2)c2cccnc12,-2,16,0,0,0.95,5,-3,1,8
O=C(NCc1ccco1)Oc1ccccc1,2,-4,-1,10,1,-3,-2,0.9,-1
CCC(C)(C)C1CCC(NC(=O)N2CCN(c3ccccc3O)CC2)CC1 (configuration not stated),-1,23,-6,1,1.1,-13,-7,0.99,2
Cn1ncc(Cl)c1C(=O)N1CCN(c2cccc(Cl)c2)CC1,-4,16,3,-2,0.92,8,-7,1,2

# Only part of the results is shown (hit frequency here may not be typical).
